# Compound activity: PubChem, National Center for Advancing Translational Sciences (NCATS)
# TRHR ag – agonists of human TRH receptor | TRHR cells, calcium flux fluo-8, FDSS agonist mode | activation, % at 2 µM | actives 0.18% (n = 360,000) | AID 493084; note: 0% is about no effect
#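 Agonist-mode FDSS calcium read (Ex 480/Em 530, 1 s cycles) in 1536-well TRHR cells with fluo-8 dye, after 10-cycle baseline and 23 nL compound addition; TRH at EC20 (10 nM final) added afterwards for the enhancer phase.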
# D1 PAM – human D1 dopamine receptor positive modulation; P21728; HEK293 TREx D1 cells, calcium flux, dopamine EC20 potentiation; potentiation, % at 10 µM; actives 0.036% (n = 360,000); AID 504651; in the data active = potentiation above about 30%; note: 0% is about no effect
# Target sequence (P21728 whole entry, looked up): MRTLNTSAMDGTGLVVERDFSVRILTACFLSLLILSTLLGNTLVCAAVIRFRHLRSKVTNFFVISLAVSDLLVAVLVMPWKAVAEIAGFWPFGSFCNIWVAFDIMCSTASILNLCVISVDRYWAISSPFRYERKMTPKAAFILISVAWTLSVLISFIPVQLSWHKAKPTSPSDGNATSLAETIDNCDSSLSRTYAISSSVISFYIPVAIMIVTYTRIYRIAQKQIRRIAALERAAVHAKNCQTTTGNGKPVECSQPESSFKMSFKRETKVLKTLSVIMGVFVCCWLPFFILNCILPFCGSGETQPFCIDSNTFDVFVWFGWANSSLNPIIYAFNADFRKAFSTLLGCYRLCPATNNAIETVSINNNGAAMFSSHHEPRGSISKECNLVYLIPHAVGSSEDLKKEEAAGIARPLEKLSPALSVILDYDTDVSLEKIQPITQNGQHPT
# D1 antagonist – human D1 dopamine receptor antagonism | P21728 | HEK293 TREx D1 cells, calcium flux, dopamine EC80; hits give low values | activity change, negative = inhibition, % at 10 µM | actives 3.2% (n = 360,000); in the data active = activity change below about -30%; note: % is set by controls: 0 for no effect and ±100 for the full control effect
#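 After overnight tetracycline induction at 30 C, force-coupled D1 HEK293 cells took up a no-wash calcium dye at room temperature. Compounds were added and monitored 180 s, and the response to EC80 dopamine was then recorded.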
# TRHR enhancer – allosterically enhances the human TRH receptor | P34981 | TRHR cells, fluo-8 calcium fluorescence, EC20 TRH enhancement | enhancement, % at 2 µM | actives 0.66% (n = 360,000); in the data active = enhancement above about 30%; note: 0% is about no effect
#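 TRHR-expressing cells loaded with fluo-8 calcium dye were read kinetically (ex 480/em 530) during compound addition, then stimulated with an EC20 of TRH (10 nM final). Enhancement of the Gq-mediated intracellular calcium response was scored.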
# D2 ag – D2 dopamine receptor (human) agonism; activation, % at 2 µM; AID 485358; P14416; HEK293 T-REx D2 cells, calcium flux agonist mode; actives 0.53% (n = 340,000);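 active = activation over 3 SD above normal in the single-dose calcium agonist read, cut at about 30% in these data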; note: 0% is about no effect
# Target sequence (P14416 whole entry, looked up): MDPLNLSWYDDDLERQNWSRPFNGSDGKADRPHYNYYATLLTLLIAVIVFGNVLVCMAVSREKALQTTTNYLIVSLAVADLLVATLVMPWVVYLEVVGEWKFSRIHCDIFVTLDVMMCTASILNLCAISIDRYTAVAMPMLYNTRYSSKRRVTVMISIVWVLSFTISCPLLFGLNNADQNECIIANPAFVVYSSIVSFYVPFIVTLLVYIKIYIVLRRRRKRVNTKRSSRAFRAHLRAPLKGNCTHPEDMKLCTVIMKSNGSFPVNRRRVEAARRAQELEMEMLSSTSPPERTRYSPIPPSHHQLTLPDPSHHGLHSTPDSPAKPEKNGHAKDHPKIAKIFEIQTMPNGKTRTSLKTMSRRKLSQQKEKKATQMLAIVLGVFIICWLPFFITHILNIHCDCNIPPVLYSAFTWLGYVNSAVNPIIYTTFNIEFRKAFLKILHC
#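 Calcium-flux readout, 1 cycle/sec over 180 s following compound pin transfer, in inducible HEK293 Trex D2 cells (force-coupled); dopamine controls included. Positive calcium responses during this window marked compounds as potential agonists.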
# D2 PAM – positively modulates the human D2 dopamine receptor allosterically. potentiation, % at 10 µM. actives 0.34% (n = 340,000). HEK293 T-REx D2, calcium flux, EC20 dopamine potentiation;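 active = potentiation over 3 SD above the plate norm, cut at about 30% in these data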; note: 0% is about no effect
#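 Potentiation of an EC20 dopamine calcium response is measured in a force-coupled, tetracycline-inducible Hek293 Trex D2 line. Compound-only kinetic reads over 180 s flag agonists before dopamine addition.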
# D2 antag – D2 dopamine receptor (human) antagonism; HEK293 TREx D2 cells, calcium flux, dopamine EC80; inhibition, % at 10 µM; actives 2% (n = 340,000); AID 485344; P14416; in the data active = inhibition above about 30%; note: 0% is about no effect
#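 Tetracycline-induced HEK293 TREx cells expressing D2 receptor forced-coupled to calcium signalling, loaded with no-wash calcium dye. Compounds added and calcium flux read 180 s, then dopamine added at EC80 and read a further 180 s.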
# RXFP1 antagonist – antagonists of human relaxin receptor RXFP1; Q9HBX9; HEK293-RXFP1, relaxin-stimulated cAMP HTRF, 30 min; hits give low values; activity change, negative = inhibition, % at 57.5 µM; actives 0.59% (n = 350,000); AID 1259400;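 active = activity change of -60% or lower, but not beyond a set lower limit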; note: % is set by controls: 0 for no effect and ±100 for the full control effect
# D1 agonist – agonists of human D1 dopamine receptor; actives 1% (n = 360,000); activation, % at 2 µM; P21728; HEK293 T-REx D1 cells, calcium flux, agonist mode; note: 0% is about no effect
#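 Tetracycline-induced HEK293 TREx D1 cells, force-coupled to calcium signalling, were dye-loaded with a no-wash calcium kit. Compound was pin-added after a 10 s baseline. Fluorescence was read kinetically at 1 cycle/s for 180 s, with calcium rises flagged as agonism.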
# Numbers without * were called inactive; . = no result given; & = joins results of further samples. Cut-off read from the data, not from the text of the source, unless noted: active = activation above about 30%; inactive = the rest.
SMILES,TRHR ag,D1 PAM,D1 antagonist,TRHR enhancer,D2 ag,D2 PAM,D2 antag,RXFP1 antagonist,D1 agonist
CCS(=O)(=O)Nc1cccc(C2=NN(C(=O)c3ccco3)C(c3ccco3)C2)c1 (stereo unspecified),0.3,-3,15,2,0.0,6,21,-12,2
Cc1oc(-c2ccc(Cl)cc2)nc1Cn1c(=O)cc(C)c2c(C)nn(-c3cccc(F)c3)c21,-0.8,-6,-6,6,-0.7,6,.,0,3
COC(=O)c1cc(C#N)c(Oc2cccc(C)c2C)nc1C,-0.9,-6,-14,2,0.2,7,-20,-15,3
CC(=O)OCP(C)(=O)COC(C)=O,-0.2,-1,-4,4,0.0,-1,10,-4,2
COc1ccc(S(=O)(=O)N2CCC(C(=O)N[C@@H](C)C(=O)NCc3cccc(OC)c3)CC2)cc1,-0.3,-2,-27,-5,0.6,11,-2,-1,-1
COc1ccc(C2=NOC3(CC(=O)N(c4ccc(F)cc4)C3=O)C2)c(OC)c1 (stereo unspecified),0.7,-6,6,0,-0.7,-13,5,-1,5
CCc1ccc(N(C(=O)Cn2nnc(-c3ccccc3)n2)C(C(=O)NC2CCCCC2)c2ccccn2)cc1 (stereo unspecified),0.9,-2,4,8,23,-9,0,-6,5
CCOC(=O)c1sc(NC(=O)CSc2nc3c(cc2C#N)CCCCCC3)c(C#N)c1C,16,-1,9,-9,3.0,7,9,8,42*
O=C(Cn1cnc2c(oc3ccccc32)c1=O)Nc1ccc(OC(F)(F)F)cc1,0.8,-3,17,15,-1.3,-19,.,-7,27
CCC1C(=O)C(CC)C(c2ccccc2)NC1c1ccccc1 (stereo unspecified),-0.4,7,4,0,-1.5,1,-1,-18,1
O=C(O)c1ccccc1-c1ccccc1C(=O)Nc1ccc2c(c1)[nH]c(=O)c1ccccc12,-0.3,-2,12,15,7.4,-4,18,-14,4
CN(c1ccccc1)S(=O)(=O)c1ccc(Cl)c(C(=O)Nc2ccc(-c3nc4ccccc4[nH]3)cc2)c1,0.4,-10,-30*,4,0.7,8,-4,-22,5
Cc1ccc(S(=O)(=O)NCC2CCC(C(=O)NCCc3ccc(Cl)cc3)CC2)cc1 (stereo unspecified),0.0,-5,-14,2,1.9,-7,.,-10,3
COc1ccc(Cl)cc1NC(=O)Cn1cc2c(n1)CCC(C)C2 (stereo unspecified),-0.1,1,21,0,.,-3,.,-2,5
C=CCn1c(C)cc(C(=O)CN2C(=O)c3ccccc3S2(=O)=O)c1C,0.0,-1,-18,-9,0.0,6,4,3,0
Cc1onc(-c2ccccc2)c1C(=O)NCC(O)c1ccccc1 (stereo unspecified),0.6,-1,-5,2,1.0,-8,-5,1,1
O=C(Cc1c2ccccc2nc2ccccc12)c1ccccc1,0.5,-2,-3,4,0.4,5,-5,28,1
CCOc1ccc(CNC(=O)CCCc2cn(C)c3ccccc23)cc1OC,-1.0&-0.7,-1&-2,-12&3,-1&3,-0.1,18&5,-14,0,-2&-5
O=C(Nc1ccc2nc(SCC(=O)N3CCc4ccccc43)sc2c1)c1ccccc1,0.7,-1,-27,-2,0.1,.,.,-15,7
COc1cc(/C=C/C(=O)c2c(O)cc(C)oc2=O)cc(OC)c1O,9.1,-11,-1,20,2.7,-1,0,-9,16
N#CC(=C1CCCC1)c1nc(-c2ccc(Cl)cc2)cs1,0.8,-1,15,0,-0.1,-10,-1,-29,2
Cc1cc(NC(=O)CSC2=NS(=O)(=O)c3ccccc3N2)no1,0.0,-4,-7,2,0.0,-12,19,-6,2
O=C(CCS(=O)(=O)c1cc(Br)cc2c1N(C(=O)C1CC1)CC2)NCC1CCCO1 (stereo unspecified),-0.8,-1,-3,-5,.,.,.,-5,2
Nc1c(C(=O)O)cnc2nc(N3CCOCC3)nn12,1.0,-3,9,-2,0.2,6,-15,-7,2
O=C1NC(=O)/C(=C/c2ccccc2Oc2ccc(Cl)cc2)S1,-1.1,-1,-12,-7,-0.4,-1,-17,-9,10
CC(=O)NC1(NC(C)=O)CCN(C)CC1,1.1,-2,-3,-6,1.1,1,1,-3,3
CC(C)COc1ccc(C(=O)Nc2scc(-c3ccc(Cl)cc3Cl)c2C(N)=O)cc1,1.5,-3,-6,6,-0.9,-6,5,-11,1
Cc1nc2ccccc2nc1OCC(=O)Nc1ccccc1,0.2,2,-8,3,1.3,-4,-10,-2,-1
O=C(CSc1ccccc1C(=O)O)NC12CC3CC(CC(C3)C1)C2,0.8,-5,-16,-7,.,.,.,3,1
CC(C)N(C(=O)CSc1nnnn1-c1ccc2c(c1)OCO2)C(C)C,0.4,-3,-1,-11,0.4,11,-5,9,1
C[C@@H](NC(=O)[C@@H]1Cc2ccccc2CN1)C(=O)NC1CCCCC1,0.2,-2,-1,7,1.0,-5,-15,5,3
CCOc1ccc(CC(=O)Nc2ccc3c(c2)N(C)C(=O)c2ccccc2S3)cc1OCC,0.1,-2,-16,3,0.8,9,.,-21,2
Cc1ccc(C(C)NC(=O)Cc2cccs2)c(C)c1 (stereo unspecified),-0.2,-2,12,-2,-0.1,7,2,-11,2
Cc1ccc(Nc2nc(-c3cccnc3)cs2)cc1Cl,0.5,-5,-4,-1,0.6,9,-10,-11,6
Cc1cccc(OCCNC(=O)c2ncn[nH]2)c1,-2.5,-1,-9,-2,-0.8,21,-7,13,2
N#Cc1nc(-c2ccco2)oc1N1CCN(C(c2ccccc2)c2ccccc2)CC1,-0.3,-3,5,2,-0.8,-8,23,17,2
O=C(CSc1nccc(=O)[nH]1)N1c2ccccc2CCc2ccccc21,-0.1,-2,7,-2,0.2,1,7,-10,2
CC(CCc1ccccc1)NC(=O)CCNC(=O)Cn1ccc2ccccc2c1=O (stereo unspecified),0.0,-10,1,-5,1.2,-10,-22,7,1
CC(C)CN(C(=O)COC(=O)C1=COCCO1)c1c(N)n(Cc2ccccc2)c(=O)[nH]c1=O,0.5,1,-1,6,0.6,1,-3,-11,2
CCN(CC)CCNC(=O)CCCCCn1c(=O)[nH]c2cc(C(=O)OC)ccc2c1=O,-1.9,2,-7,10,-1.5,10,-3,8,4

# The last two entries of the part above open the next one:
SMILES,TRHR ag,D1 PAM,D1 antagonist,TRHR enhancer,D2 ag,D2 PAM,D2 antag,RXFP1 antagonist,D1 agonist
CC(C)CN(C(=O)COC(=O)C1=COCCO1)c1c(N)n(Cc2ccccc2)c(=O)[nH]c1=O,0.5,1,-1,6,0.6,1,-3,-11,2
CCN(CC)CCNC(=O)CCCCCn1c(=O)[nH]c2cc(C(=O)OC)ccc2c1=O,-1.9,2,-7,10,-1.5,10,-3,8,4
COc1ccc(-c2noc(-c3ccccc3F)n2)cc1,0.0,-1,1,-7,3.8,-8,-15,.,3
CCc1cc(C(=O)N2CCCC(C(=O)c3ccc(C(F)(F)F)cc3)C2)n(C)n1 (stereo unspecified),1.1,-3,3,-1,0.4,8,-1,-9,4
CC(C)(C)NS(=O)(=O)c1ccc(-c2csnn2)s1,0.7,-1,-9,-1,.,.,.,10,1
Cc1cc([N+](=O)[O-])c2[nH]c(C(=O)N/N=C/c3ccccc3C(=O)O)c(-c3ccccc3)c2c1,-0.9,-5,-23,3,-0.4,13,16,-14,22
COc1ccc(Cl)cc1NC(=O)CN1C(=O)NC2(CCCC2)C1=O,0.7,20,-2,-2,0.5,-5,-1,-5,1
COc1ccc(S(=O)(=O)CCC(=O)Nc2ccc(OC)cc2OC)cc1,-0.5,-6,-11,5,-0.4,4,12,-2,1
CC(C)C(=O)OCC(=O)NCc1ccccc1Cl,0.3,-1,9,-4,5.2,3,3,-12,-4
CC(=O)Nc1cccc(NC(=O)C2CCCN2C(=O)Nc2ccccc2C)c1 (stereo unspecified),-0.6,-3,1,-8,0.6,-2,18,-6,1
Nc1c(C(=O)N/N=C/c2ccc(Cl)cc2)cnn1-c1ccccc1,-0.2,-8,-17,-5,-0.7,-8,-6,-4,0
CCc1nnc(NC(=O)CN2C(=O)c3ccccc3S2(=O)=O)s1,0.3,0,1,-1,.,.,.,-10,2
CCS(=O)(=O)N1Cc2ccccc2CC1C(=O)Nc1ccc(OC)c(OC)c1 (stereo unspecified),-0.3,-3,-3,2,0.1,-2,4,-7,3
O=C(Nc1ccccc1)Nc1cnccn1,-0.2,-6,-10,-1,0.8,-15,12,-3,4
CCCn1ccnc1SC(C)C(=O)Nc1c(C)n(C)n(-c2ccccc2)c1=O (stereo unspecified),0.0,-7,-8,0,-0.5,3,-19,-1,3
O=c1c(NCc2cccs2)nccn1-c1ccc(F)cc1,0.0,-4,11,12,0.3,10,.,-2,2
COc1cccc(NC(=S)N2CCCN(Cc3ccc(F)cc3)C2)c1,-0.1,-12,-41*,1,0.2,-9,-3,8,12
O=C(NC1CCCCC1)C1CCCN1S(=O)(=O)c1ccc(F)cc1 (stereo unspecified),0.0,4,-6,-2,0.6,-1,-4,-3,-1
Cc1cccc(C)c1NS(=O)(=O)c1cc2c3c(c1)CCN3C(=O)CC2,-0.3,-1,-22,0,-0.4,-1,0,-4,2
Cc1ccc(C2N3CC4([N+](=O)[O-])CN2CC([N+](=O)[O-])(C3)C4(C)C)cc1 (stereo unspecified),0.5,4,1,-1,0.5,-5,-5,-12,0
O=C(O)/C=C/C(=O)NCCNc1ncc(C(F)(F)F)cc1Cl,1.3,1,-2,-1,.,.,.,7,4
CCn1cc(C(=O)N2CCN(c3ccccn3)CC2)c(=O)c2cc(S(=O)(=O)N(C)C3CCCCC3)ccc21,0.1,-10,-27,-8,0.9,3,8,1,-2

# As entered above.
# Result of CC(C)C(=O)OCC(=O)NCc1ccccc1Cl under D1 agonist: -4
# Result of CCc1cc(C(=O)N2CCCC(C(=O)c3ccc(C(F)(F)F)cc3)C2)n(C)n1 (stereo unspecified) under D1 PAM: -3

# Other results.
SMILES,TRHR ag,D1 PAM,D1 antagonist,TRHR enhancer,D2 ag,D2 PAM,D2 antag,RXFP1 antagonist,D1 agonist
Cc1ccc(C(=O)O/N=C(\N)c2ccccn2)c(Cl)c1,-0.1,-7,-12,-2,-0.3,2,-5,-7,3
N#Cc1cc2c(=O)n3ccccc3nc2n(-c2nnc(SCc3ccccc3)s2)c1=O,1.1,-4,-9,11,0.2,.,.,-2,10
Cc1ccc2occ(CC(=O)Nc3ccc(S(N)(=O)=O)cc3)c2c1,-0.9,-2,-6,4,-1.0,7,.,0,-2
COc1ccc(CCN2CN(S(=O)(=O)c3ccc(C)cc3)c3nc4ccccc4nc32)cc1OC,-0.2,-6,-3,4,0.1,-5,2,27,2

# Shown with two lines to a compound: 4 of the compounds above
# The line under a structure holds: TRHR ag	D1 PAM	D1 antagonist	TRHR enhancer	D2 ag	D2 PAM	D2 antag	RXFP1 antagonist	D1 agonist
Cc1ccc(C(=O)O/N=C(\N)c2ccccn2)c(Cl)c1
 : -0.1	-7	-12	-2	-0.3	2	-5	-7	3
N#Cc1cc2c(=O)n3ccccc3nc2n(-c2nnc(SCc3ccccc3)s2)c1=O
 : 1.1	-4	-9	11	0.2	.	.	-2	10
Cc1ccc2occ(CC(=O)Nc3ccc(S(N)(=O)=O)cc3)c2c1
 : -0.9	-2	-6	4	-1.0	7	.	0	-2
COc1ccc(CCN2CN(S(=O)(=O)c3ccc(C)cc3)c3nc4ccccc4nc32)cc1OC
 : -0.2	-6	-3	4	0.1	-5	2	27	2
